Source: PubChem (The Scripps Research Institute Molecular Screening Center)
FBW7 activator: human FBW7 E3 ligase activation, primary screen; Q969H0; normalized activity (activation), % at 26.1 µM; 0.13% of 650,000 active; AlphaScreen FBW7–phospho-cyclin E peptide binding, activator screen; in the data active = normalized activity above about 1.9%;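 also: purified mutant Fbw7 with reduced substrate affinity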
Target sequence (Q969H0 whole entry, looked up): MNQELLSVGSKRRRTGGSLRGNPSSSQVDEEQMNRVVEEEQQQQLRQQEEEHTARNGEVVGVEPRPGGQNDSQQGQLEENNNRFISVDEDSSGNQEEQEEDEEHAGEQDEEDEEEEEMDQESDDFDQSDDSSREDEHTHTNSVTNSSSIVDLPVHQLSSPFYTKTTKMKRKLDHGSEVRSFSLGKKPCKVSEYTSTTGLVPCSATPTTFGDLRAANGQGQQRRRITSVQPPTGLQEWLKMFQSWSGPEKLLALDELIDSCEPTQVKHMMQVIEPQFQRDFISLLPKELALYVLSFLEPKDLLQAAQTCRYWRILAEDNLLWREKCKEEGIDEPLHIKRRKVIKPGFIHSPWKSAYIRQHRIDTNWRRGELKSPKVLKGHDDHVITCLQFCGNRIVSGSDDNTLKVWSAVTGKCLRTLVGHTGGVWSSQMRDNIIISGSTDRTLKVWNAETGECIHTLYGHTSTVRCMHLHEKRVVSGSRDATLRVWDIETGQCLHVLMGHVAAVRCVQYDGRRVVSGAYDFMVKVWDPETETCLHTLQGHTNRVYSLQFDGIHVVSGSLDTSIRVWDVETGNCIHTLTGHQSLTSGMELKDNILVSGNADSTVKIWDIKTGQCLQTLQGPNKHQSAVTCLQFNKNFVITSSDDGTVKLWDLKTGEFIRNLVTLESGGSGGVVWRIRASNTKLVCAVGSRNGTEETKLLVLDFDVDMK
MITF primary: human MITF inhibition, primary screen; AlphaScreen MITF homodimerization, bead proximity signal; inhibition, % at 2.6 µM; 0.91% of 650,000 active; AID 1259374; in the data active = inhibition above about 50%;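 also: 0% = vehicle wells with protein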
TEAD-YAP block: TEAD-YAP interaction inhibition; HEK-TIYL cells, TEAD-Gal4/YAP UAS-luciferase luminescence; inhibition, % at 9.12 µM; 1.4% of 640,000 active; in the data active = inhibition above about 32%;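 also: 0% = median of test compound wells and 100% = reference inhibitor wells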
GPR151 ag: human GPR151 activation. activation, % at 11.2 µM. PathHunter beta-arrestin GPR151 cells, luminescence. 1% of 650,000 active. Q8TDV0; in the data active = activation above about 4.9%;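 also: 0% = median of compound wells and 100% = cells with positive control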
* = called active by the depositor.

SMILES	FBW7 activator	MITF primary	TEAD-YAP block	GPR151 ag
CCn1c(SC)nnc1C1CCN(CC(=O)Nc2ccc3c(c2)CCC3)CC1	0.0	17	21	0.2
C/C(=C\C(=O)c1ccc(Br)cc1)N1CCOCC1	0.0	-13	-6	3.0
CCc1nn(CC(=O)N2CCCC2)c(=O)c2cc3ccsc3n12	-0.1	-7	-12	-0.9
COc1cc(C(=O)Nc2c3c(nn2-c2ccc(Cl)cc2)CSC3)c([N+](=O)[O-])cc1OC	0.0	19	7	0.2
Nc1c(C(=O)c2ccc(Cl)cc2)sc2nc(C3CC3)cc(-c3ccccc3)c12	0.1	10	-3	0.7
CCCn1c2ccccc2c2nnc(SCC(=O)Nc3sc4c(c3C(=O)OCC)CCCC4)nc21	0.0	-4	-5	-1.3
Cc1ccc(SCC(=O)NC2CC(C)(C)NC(C)(C)C2)cc1	0.0	1	3	1.2
CC(C)N(CCNc1ccnc(Nc2ccc(C(F)(F)F)cc2)n1)C(C)C	-0.2	0	3	0.4
COc1ccc(OCc2cc(C(=O)NCC3(C)COC3)no2)c(Cl)c1	0.1	3	-26	-1.3
CC1(C2CCN(Cc3ccc4ncccc4c3)CC2)NC(=O)NC1=O (stereo not drawn)	-0.1	4	-7	-0.2
c1ccc(Oc2cccc(CSc3nc4ccccc4o3)c2)cc1	-0.1	3	4	0.3
O=C1NC(=S)N/C1=C\c1cccc(OCc2ccccc2)c1	-0.1	0	-9	-0.3
COc1ccc(N(Cc2nnc3n2CCCCC3)C(=O)Nc2ccc(Cl)c(Cl)c2)cc1	0.0	0	0	-1.2
CCC(C)NC(=O)CSc1nc2ccccc2c(=O)n1CC1COc2ccccc2O1 (stereo not drawn)	0.5	26	-10	-0.5
C/C(=N/OC(=O)c1c(F)cccc1F)c1nccs1	-0.2	-9	5	1.8
COc1cccc(NC(=O)CSc2nc3ccsc3c(=O)n2-c2cccc(Cl)c2Cl)c1	0.5	3	11	-1.2
Cc1ccc(NC(=O)CSc2nnc(NC(=O)C(C)(C)C)s2)c(C)c1	0.0	2	16	-1.2
CCOc1cc2c(cc1OCC)C(c1cc(C)c(OC)cc1C)NCC2 (stereo not drawn)	0.2	7	11	-0.1
CC(C)C(=O)N1CCN(c2ccc(NC(=O)c3ccco3)cc2)CC1	0.0	-4	3	-0.4
COc1ccc(CC(=O)Nc2c(Cl)cccc2Cl)cc1OC	-0.1	1	6	1.1
CCCc1ccc(C(=O)Oc2ccc(-c3ccc(CCC)cn3)cc2)cc1	0.2	12	23	-1.5
CCOc1ccc(/C=C/C(=O)Nc2ccccc2OCC)cc1	0.1	-2	0	1.5
O=C(NCCc1c[nH]c2ccccc12)C1CCCCC1	-0.1	0	-20	0.2
O=c1onc(-c2cccs2)n1CCN1CCOCC1	0.0	7	3	-0.7
COc1cc2cc(C#N)c(SCC(=O)Nc3nc(C)cs3)nc2cc1OC	0.2	23	-2	-0.7
CCn1ccnc1CN1CCCC(CNS(=O)(=O)c2ccc(OC)cc2)C1 (stereo not drawn)	0.2	18	7	-1.7
O=C(NC=Nc1cccnc1)c1cccc(COCC(F)(F)F)c1	0.0	20	6	0.4
Cc1ccccc1NCC(=O)N/N=C/c1ccc(Br)o1	-0.1	-12	2	-1.2
CCOc1c(Cl)cc(/C=N/Nc2ccc(S(N)(=O)=O)cc2)cc1OC	-0.1	-4	-2	-2.4
O=C(CN1CCSCC1)NNC(=S)Nc1ccccc1	-0.7	13	-4	0.5
CC1CC(C)(C)NC(=S)N1CCC(=O)NCCN1CCCc2ccccc21 (stereo not drawn)	0.2	10	2	1.2
COc1ccccc1CCNC(=O)C1CC12CCN(Cc1cccn1-c1ncccn1)CC2 (stereo not drawn)	0.1	27	9	0.9
O=C(Nn1c(-c2cccc(Cl)c2)nc2ccccc2c1=O)c1c(F)cccc1F	0.1	11	-6	0.3
Cc1ccc2c(c1)N(CC(=O)N1CCCCC1)C(=O)C(C)O2 (stereo not drawn)	0.0	-14	-4	-0.3
CC(=O)C1=C(O)C(=O)N(CCC(=O)O)C1c1ccc(C(C)C)cc1 (stereo not drawn)	0.0	5	-1	-0.1
CCOC(=O)c1sc2nc(SCC#N)n(Cc3ccc(F)cc3)c(=O)c2c1C	0.1	-4	3	-0.2
COc1ccc(-n2c3c(cc(C(=O)Nc4cccc(F)c4)c2=O)C(=O)CCC3)cc1	0.1	-7	3	-0.5
CCOc1ccc(N2C(=O)CC(N3CCC(O)CC3)C2=O)cc1 (stereo not drawn)	-0.1	12	-4	0.6
CN(c1ccc(C(=O)Oc2ccc([N+](=O)[O-])cc2)cc1)S(=O)(=O)c1ccccc1	0.3	2	9	1.7
COc1cc(/C(C)=N/NC(=O)c2n[nH]c3c2CCC3)ccc1O	0.0	1	35*	1.3
CCOC(=O)C1=C(C)NC2=C(C(=O)CC(c3ccc(Cl)cc3)C2)C1c1cc2c(cc1Br)OCO2 (stereo not drawn)	0.1	-7	12	0.0
COc1ccc(N2CC(O)(c3ccc4c(c3)OCCO4)[N+]3=C2SCCC3)cc1 (stereo not drawn)	-0.1	-1	10	-1.3
CCN(CC)S(=O)(=O)c1ccc(C(=O)N(CCCCN2C(=O)c3ccccc3C2=O)c2ccc(C)cc2)cc1	-0.2	-3	-4	-0.5
COc1cc2nc(-c3ccccc3)nc(Nc3ccc(Oc4ccccc4)cc3)c2cc1OC	-0.1	-6	21	-0.5
CN1c2ncccc2C(=O)NC12CCN(C(=O)c1cnn3cccnc13)CC2	1.4	15	5	-0.4
COc1ccccc1-c1cnc2c(NC(CO)C(C)C)nccn12 (stereo not drawn)	-0.4	6	5	1.1
Cc1cc(OCC(=O)N2CCOCC2)c(C)cc1Br	-0.2	8	4	1.4
O=[N+]([O-])c1ccc(S(=O)(=O)NCCc2ccccc2)cc1	0.2	1	2	0.3
Cc1nc(C)c(C(=O)N/N=C/c2ccc(N(C)C)cc2)s1	0.0	13	22	-0.4
Nc1sc2c(c1C(=O)Nc1cccc(Cl)c1)CCCCC2	0.3	-8	1	-0.8

(continued)
SMILES	FBW7 activator	MITF primary	TEAD-YAP block	GPR151 ag
CCOc1ccccc1-n1c(=S)sc2c(=O)n(-c3ccccc3)c(SCC(=O)NCc3ccco3)nc21	0.0	-17	-5	-0.4
Cc1ccc(NC(=O)Nc2nnc(CC(=O)Nc3ccccc3C)s2)cc1C	0.1	17	5	-1.0
C=CCn1c(CNC(=O)c2cccc(C)c2)nnc1SCC(=O)c1ccccc1	-0.1	-2	4	-0.5
CN(CC1CCOCC1)C(=O)CC1C(=O)NCCN1C/C=C/c1ccccc1 (stereo not drawn)	0.0	1	3	0.6
CCC(=O)NNC(=O)CSc1nc2cc(C)c(C)cc2cc1CC	0.0	10	-14	-0.2
COCCCn1c(=O)c2ccccc2n(Cc2nc(-c3ccccc3C)no2)c1=O	-0.1	-5	-4	1.5
Cc1ccc(OCC(=O)NCCO)cc1C	-0.1	2	-1	0.6
Cn1c(=O)c2c(nc(Sc3nc4ccccc4[nH]3)n2C)n(C)c1=O	-0.3	2	-4	-1.4
CCc1nnc(NC(=O)/C=C/c2ccccc2)s1	-0.2	4	-18	0.7
Cc1nc(N(C)c2ccc(C(C)C)cc2)c2c(C)c(C(=O)Nc3c(F)cccc3F)sc2n1	1.2	10	-2	-0.1
CCCOC(=O)CSC1=C(C#N)C(c2ccco2)C(C(=O)Nc2ccc(Cl)cc2)=C(C)N1 (stereo not drawn)	0.0	-2	-3	4.3
COc1ccc(OCCCC(=O)Nc2ccc(S(=O)(=O)Nc3nccs3)cc2)cc1	0.0	-1	5	1.3
Cc1ccc(CSc2nc3ccccc3c(=O)n2CCC(=O)NCCc2ccccc2)c(C)c1	0.1	2	-5	0.2
CCOC(=O)c1cc(-c2ccc(OC)cc2)nn1CCC#N	0.2	1	-17	1.9
CCc1nc(SCC(=O)Nc2c(C)cc(C)cc2C)c2c(=O)n(C)c(=O)n(C)c2n1	0.0	-6	-1	-0.3
Cc1cc(C(C)(C)C)oc1C(=O)Nc1ccc(C(=O)O)cc1	-0.1	-1	-49	-0.1
Cc1ccc(S(=O)(=O)Oc2ccccc2N2C(=O)C3C4CCC(C4)C3C2=O)cc1 (stereo not drawn)	0.9	-3	1	-0.3
O=C(Nc1cccc(-c2nc3ccccc3[nH]2)c1)c1cccc(F)c1	-0.1	4	-25	-2.5
O=C(CC1Sc2ccc(C(F)(F)F)cc2NC1=O)Nc1ccc(OC(F)F)cc1 (stereo not drawn)	0.0	2	13	0.4
Nc1nc(Nc2ccc(N3CCOCC3)cc2)cc(N2CCN(Cc3ccc4c(c3)OCO4)CC2)n1	-0.3	11	1	-0.7
CC(=O)C1=C(O)C(=O)N(CCO)C1c1ccccc1F (stereo not drawn)	-0.3	-4	-4	1.1
COc1cccc2cc(C(=O)C3=C(O)C(=O)N(Cc4ccco4)C3c3ccc(F)cc3)oc12 (stereo not drawn)	-0.1	-15	-2	1.1
O=C(O)C1Cc2c([nH]c3ccccc23)C(c2ccccc2Cl)N1 (stereo not drawn)	0.3	9	5	-1.9
COC(=O)c1c(OC(C)C)cc(=O)n2c1CCN(Cc1ccc(OC(C)C)cc1)CC2	0.1	3	-3	-1.5
Cc1cc(NCCOc2ccccc2)nc(Nc2cccc(N(C)C)c2)n1	-0.4	22	7	0.2
C=CCN1C(=O)C2(OCCCO2)c2cccc(C)c21	-0.1	-2	4	-1.3
CN(C)[C@@H]1CCN(Cc2ccccc2)C[C@@H]1CCC(=O)Nc1ccc2[nH]ncc2c1	-0.3	0	11	-1.3
Cc1ccccc1CN1CCN(S(=O)(=O)c2cc(Cl)ccc2Cl)CC1	-0.1	3	5	0.9
CCOC(=O)c1cnc(SSc2ncc(C(=O)OCC)c(N)n2)nc1N	-0.1	-2	-6	1.2
O=C(O)CCCC(=O)N1CCCC1c1nc(-c2ccccc2)c2ccccn12 (stereo not drawn)	-0.2	5	-6	-0.8
CCOc1ccc(S(=O)(=O)N(C)CCC#N)cc1	-0.1	-10	-3	-1.1
COC(=O)C1=CN(CCc2ccc(Cl)cc2)C=C(C(=O)OC)C1c1ccc(C)s1	0.6	-17	2	0.0
CN(Cc1ccccc1F)S(=O)(=O)c1ccc2ccccc2c1	0.6	-10	5	0.9
CCc1nnc(NC(=O)CSc2nc(-c3cccs3)cc(-c3ccc(Cl)cc3)c2C#N)s1	-0.1	0	1	0.7
Cc1ccc(Cl)cc1N(CC(=O)NCc1ccccc1)S(C)(=O)=O	0.8	8	4	-0.7
CCOC(=O)c1cc(NC(=O)c2ccc(C)cc2)c(=O)n2c1oc1ccc(Cl)cc12	0.0	-11	-8	2.6
Cc1cccc(C(=O)Oc2ccc(/C=N/NC(=O)c3ccccc3N)cc2)c1	0.2	-5	-21	-0.8
COc1cc(Nc2nc(Nc3ccc4c(c3)OCO4)c3ncn(-c4ccsc4)c3n2)cc(OC)c1OC	-0.1	-3	18	1.0
COC(=O)c1ccc(N=C2SC(C(=O)Nc3cccc(Cl)c3)CC(=O)N2C)cc1 (stereo not drawn)	0.1	-7	-1	1.0
O=C1OC(c2cccc([N+](=O)[O-])c2)=N/C1=C/c1ccc(Cl)c(Cl)c1	-0.1	0	-7	-1.4
NC(=O)COc1ccc(/C=C2/N=C(c3ccccc3Cl)OC2=O)cc1	0.1	14	-4	0.3
Cc1cc(N2CCC(Cc3ccccc3)CC2)nc(-n2cc([N+](=O)[O-])cn2)n1	-0.1	-11	0	0.4
COc1ccc(Br)cc1NC(=O)c1coc(=O)c2ccccc12	0.0	10	22	0.7
CCOC(=O)c1c(NC(=O)CSc2nnc(CNC(=O)c3ccc([N+](=O)[O-])cc3)n2-c2ccc(OCC)cc2)sc2c1CCC2	-0.1	-1	-5	1.0
CCOc1ccccc1NC(=O)C(C)Oc1ccccc1 (stereo not drawn)	0.0	-13	-1	0.3
COc1ccc(NC(=O)c2ccc(OC)cc2)cc1	0.2	-19	-26	-3.9
CCOC(=O)C1=C(C)N=c2s/c(=C\c3ccc(OCc4ccccc4Cl)c(OC)c3)c(=O)n2C1c1ccc(OC)cc1 (stereo not drawn)	-0.1	-5	-9	-0.9
CCC(=O)c1ccc(OCCCCN2CCN(C)CC2)cc1	-0.1	-18	-1	0.0
